PAFAH2 FP inh: PAFAH2 enzyme inhibitors, primary screen, biochemical, fluorescence polarization, human | Platelet-activating factor acetylhydrolase 2, cytoplasmic (Homo sapiens), Q99487 | inhibition, % at 3.39 µM | recombinant PAFAH2, FP-rhodamine activity probe | 340,000 compounds, 0.99% hits;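 active = inhibition above the mean over all tested compounds plus 3 SD, cut at about 30% in these data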;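 note: inhibitors block probe labeling of enzyme so polarization drops; 0% = enzyme with DMSO and 100% = wells lacking PAFAH2 protein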
TPT1 inhibitor: Candida albicans TPT1 enzyme inhibitors, primary screen, biochemical, fluorescence polarization; tRNA 2'-phosphotransferase TPT1 (Candida albicans SC5314); recombinant caTPT1, FP RNA substrate dephosphorylation; inhibition, % at 5 µM; 300,000 compounds, 0.81% hits;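 active = inhibition above the mean of all tested compounds plus 3 SD, set per screening campaign, cut at about 24% in these data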;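 note: plate controls were DMSO alone for no effect and ferristatin control at 100 nM for full effect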
procasp3 activ: activators of human procaspase-3 D3A mutant, primary screen, biochemical, absorbance, PC-3 D3A mutant, single concentration; Caspase-3 (Homo sapiens), P42574; recombinant procaspase-3 D3A, Ac-DEVD-pNA absorbance 405 nm; activation, % at 8.5 µM; 330,000 compounds, 0.11% hits; AID 463141, 2010;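 active = activation above the mean of all tested compounds plus 3 SD, cut at about 21% in these data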;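 note: 0% = DMSO alone and 100% = DMSO wells spiked with extra 5 µM PC-3 D3A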
Target sequence (P42574 whole entry D9A/D28A/D175A): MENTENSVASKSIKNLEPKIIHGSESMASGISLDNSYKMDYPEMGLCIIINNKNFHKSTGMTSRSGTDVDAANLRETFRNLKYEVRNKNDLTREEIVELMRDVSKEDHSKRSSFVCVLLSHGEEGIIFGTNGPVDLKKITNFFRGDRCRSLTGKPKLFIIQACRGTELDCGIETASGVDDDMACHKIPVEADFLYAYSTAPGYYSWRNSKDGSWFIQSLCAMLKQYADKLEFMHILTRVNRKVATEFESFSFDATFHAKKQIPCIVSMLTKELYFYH
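Compound: 8.5 µM single point, 0.8% DMSO / Material: Autoprocessing-dead procaspase-3 D3A mutant enzyme / Timing: 1 h preincubation plus 2 h reaction at 25 °C / Medium: Zinc-free HEPES/NaCl buffer with 0.01% Triton X-100 at pH 7.4 / Technique: 405 nm absorbance of p-nitroaniline, reads at 0 and 120 min / Repeats: one well per compound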
PP5 inh: PP5 phosphatase inhibitors, primary screen, biochemical, fluorescence | Serine/threonine-protein phosphatase 5 (Homo sapiens), P53041 | purified PP5c, OMFP substrate fluorescence | inhibition, % at 6.7 µM | 320,000 compounds, 0.18% hits;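 active = inhibition above the campaign's mean inhibition across all tested compounds plus 3 SD, cut at about 9.5% in these data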;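 note: 0% = DMSO only and 100% = 100 µM cantharidin control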
CTSL1 counter: Fasciola hepatica cathepsin L1 inhibitors, primary screen, counter-screen for PFM18AAP inhibitor project, biochemical, QFRET, fluorogenic peptide substrate; recombinant F. hepatica cathepsin L1, Z-Leu-Arg-MCA fluorescence; inhibition, % at 5.96 µM; 300,000 compounds, 0.49% hits;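 active = inhibition above the mean of all tested compounds plus 3 SD, set per screening campaign, cut at about 17% in these data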;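 note: 0% = plate median of test compound wells and 100% = 1 µM Z-Phe-Ala-diazomethylketone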
AHR activator: AHR activators, primary screen, cell-based, luminescence, luciferase reporter, human | Aryl hydrocarbon receptor (Homo sapiens), P35869 | AHR-responsive luciferase reporter cells | activation, % at 5 µM | 320,000 compounds, 2.5% hits | AID 2796, 2010; in the data active = activation above about 47%;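 note: 0% = vehicle wells and 100% = reference agonist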
proCasp7 act: procaspase-7 activators, primary screen, counter-screen for procaspase-3 activator project, biochemical, absorbance, HTS, human; recombinant procaspase-7, Ac-DEVD-pNA absorbance 405 nm; D23A/D198A/D206A triple mutant, cannot self-cleave; scale: DMSO 0, 5 µM enzyme 100; 330,000 compounds, 0.093% hits; activation, % at 8.5 µM; Caspase-7 (Homo sapiens), P55210;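 active = percent activation above the screen-wide mean plus 3 SD, cut at about 25% in these data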
Target sequence (P55210 whole entry D23A/D198A/D206A): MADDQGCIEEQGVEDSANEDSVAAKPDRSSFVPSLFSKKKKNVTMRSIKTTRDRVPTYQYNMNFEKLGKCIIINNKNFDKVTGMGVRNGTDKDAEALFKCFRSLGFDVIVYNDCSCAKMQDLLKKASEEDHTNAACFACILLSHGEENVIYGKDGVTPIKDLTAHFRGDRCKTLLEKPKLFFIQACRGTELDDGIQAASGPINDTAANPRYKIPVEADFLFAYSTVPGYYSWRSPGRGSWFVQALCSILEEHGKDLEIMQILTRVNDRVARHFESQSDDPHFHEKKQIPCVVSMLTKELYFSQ
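buffer or medium = Zinc-free HEPES/NaCl buffer, pH 7.4 | material = Procaspase-7 triple mutant (PC-7 D3A) | input = 2 µM procaspase-7 mutant as dispensed | signal = Epi-absorbance of released pNA at 405 nm, two timepoints | timing = 1 h preincubation, 2 h reaction | replicates = singlicate compound testing | evaluation = % activation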
PP1 counter: PP1-alpha phosphatase inhibitors, primary screen, counter-screen for PP5 inhibitor project, biochemical, fluorescence, OMFP substrate, single point; 320,000 compounds, 0.9% hits; inhibition, % at 6.7 µM; AID 2235, 2010; Serine/threonine-protein phosphatase PP1-alpha catalytic subunit (Homo sapiens), P62136; purified PP1alpha;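 active = inhibition above the mean inhibition of all tested compounds plus 3 SD, computed separately for each screening campaign, cut at about 15% in these data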
Target sequence (P62136 whole entry, looked up): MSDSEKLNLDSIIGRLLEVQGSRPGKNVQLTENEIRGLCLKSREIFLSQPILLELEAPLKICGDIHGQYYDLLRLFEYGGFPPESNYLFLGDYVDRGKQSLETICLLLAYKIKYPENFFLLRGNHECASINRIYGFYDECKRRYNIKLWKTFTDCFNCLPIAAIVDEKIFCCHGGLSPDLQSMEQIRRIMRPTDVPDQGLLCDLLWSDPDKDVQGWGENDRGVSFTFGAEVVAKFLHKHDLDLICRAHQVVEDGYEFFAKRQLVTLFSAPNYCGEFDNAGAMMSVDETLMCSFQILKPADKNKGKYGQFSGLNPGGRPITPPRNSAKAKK
HCV core dimer: inhibitors of HCV core protein dimerization, primary screen, biochemical, TR-FRET, high-throughput; TR-FRET GST/Flag-core106 dimerization, 1536-well; inhibition, % at 5 µM; 300,000 compounds, 0.33% hits;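 active = inhibition above the mean of all tested compounds plus 3 SD, set per screening campaign, cut at about 45% in these data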
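Assay system: tagged HCV core106 pair (GST and Flag); medium: KF-containing HEPES buffer, pH 7.45, DTT, CHAPS, BSA; also added: Eu donor and XL665 acceptor anti-tag antibodies; dosing: 5 µM single dose; timing: compound-protein-antibody incubation 4 h at 22.5 °C; signal: TR-FRET 671 and 617 nm emission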
Starred values were filed as active, the others as inactive; x = not tested or not shown. Not all compounds are listed; count on the stated rates, not on these rows.

Value order: AHR activator	PP5 inh	procasp3 activ	PP1 counter	PAFAH2 FP inh	TPT1 inhibitor	CTSL1 counter	HCV core dimer	proCasp7 act
- O=C(c1cccc(C(F)(F)F)c1)C1CCCN(Cc2ncc[nH]2)C1 (stereo not given)
    1	3.0	4	11	x	-1	-1	-4	8
- CCOc1ccccc1CN1CCCC(C(=O)c2cc(F)ccc2F)C1 (stereo not given)
    0	1.6	2	0	-2	1	-3	5	6
- CP(=O)(O)CN1CCCCC1
    2	-3.7	-4	2	-1	-2	-1	3	-1
- CC1=C(C/C(C)=C/c2ccccc2)/C(=C/CO)[C@H](O)[C@](C)(O)C12CC2
    1	1.9	-6	4	0	2	0	14	2
- O=c1c2ccccc2nc(-c2ccccc2)n1-c1nccs1
    8	-0.5	-10	-3	11	1	-3	4	-3
- COC(=O)C1=C(c2ccc(C(C)=O)cc2)C[C@@H]2CC[C@H]1N2C(=O)NCCCOC(C)C
    -1	2.0	9	-3	-2	x	x	x	7
- CN1C(=O)C(c2ccc([N+](=O)[O-])cc2[N+](=O)[O-])C(=O)N(C)C1=O
    11	-0.9	0	-1	2	2	0	-4	13
- COc1ccc(/C=N\N=C(N)N)cc1
    7	0.2	-11	-2	1	-1	2	-1	-4
- CCCCNS(=O)(=O)c1ccc(OCC(=O)N2CCN(Cc3ccc4c(c3)OCO4)CC2)cc1
    -6	2.0	0	1	4	-2	2	-13	8
- CCOP(=O)(OCC)C(C)(C)NC(=O)C(Cl)(Cl)Cl
    -2	0.6	4	-1	1	-1	-3	-3	6

Value order: AHR activator	PP5 inh	procasp3 activ	PP1 counter	PAFAH2 FP inh	TPT1 inhibitor	CTSL1 counter	HCV core dimer	proCasp7 act
- Cc1ccc(-n2c(O)c(C=Nc3ccc(S(=O)(=O)N(C)C)cc3)c(=O)[nH]c2=O)cc1
    -1	-0.4	-4	-1	11	26*	0	0	-18
- O=C(O)c1cn(Cc2ccccc2)nc1-c1ccccc1
    4	0.0	-7	3	-2	1	0	-6	-5
- CCOC(=O)c1ccc(N=Cc2c(O)n(-c3ccccc3F)c(=S)[nH]c2=O)cc1
    18	2.4	-2	2	-95	6	-1	-3	-10
- O=c1c2ccccc2nc(-c2ccco2)n1-c1ccc(Br)cc1
    21	-0.3	-3	-1	-3	-3	-3	-2	-2
- COC(=O)C1=C(c2ccccc2OCc2ccccc2)C[C@@H]2CC[C@H]1N2C(=O)NCc1ccccc1
    -6	4.5	7	1	1	x	x	x	-3
- CCCC(=O)N(C)C1=Nc2ccc(Cl)cc2C(c2ccccc2)=[N+]([O-])C1
    2	3.1	0	1	3	1	2	2	2
- COc1cccc(-n2c(CN3CCN(C)CC3)nc3ccc([N+](=O)[O-])cc3c2=O)c1
    25	1.5	8	0	-10	4	6	10	6
- CCOC(=O)C(NC(C)=O)C(OC(C)=O)c1cccc(N(CCCl)CCCl)c1 (stereo not given)
    2	-1.2	-4	-2	4	-1	0	-1	6
- C=CCn1c(O)c(C(C)=NCCN2CCOCC2)c(=O)[nH]c1=O
    -1	-2.2	-4	-2	-3	0	-5	3	-4
- Cc1cc(=O)oc2cc(OCC(=O)N3CCC(C(=O)O)(c4ccccc4)CC3)ccc12
    1	-0.2	-4	-2	4	0	9	4	-14

Value order: AHR activator	PP5 inh	procasp3 activ	PP1 counter	PAFAH2 FP inh	TPT1 inhibitor	CTSL1 counter	HCV core dimer	proCasp7 act
- O=C1C2C3CCC(O3)C2C(=O)N1CCO (stereo not given)
    0	-0.9	3	-1	7	0	0	3	7
- CN(C)c1ccc(/C=C2/C(=N\O)C3CCN2CC3)cc1
    26	-0.2	-17	2	1	-3	1	-9	-26
- Cc1ccc2c(CN3CC=C(c4ccccc4)CC3)cc(=O)oc2c1C
    1	-1.9	-1	2	2	3	5	2	0
- O=c1oc2ccccc2c(O)c1C(c1ccccn1)c1c(O)c2ccccc2oc1=O
    7	-0.8	0	-1	4	2	3	8	0
- CCCCOCCCN1C(C)=CC(=C2C(=O)NC(=S)NC2=O)C=C1C
    -2	-1.5	-6	-9	1	-1	0	3	0
- CSc1ncc(CN2CCCC(C(=O)c3ccccc3SC)C2)cn1 (stereo not given)
    10	2.1	0	-1	0	0	2	1	2
- O=C1/C(=C/c2cc3c(cc2Cl)OCO3)N2CCC1CC2
    2	-1.2	-9	-1	x	1	3	-2	6
- O=C(Cc1ccccc1)N1CCN(CC2CC=CCC2)CC1 (stereo not given)
    -2	2.4	-2	1	3	-2	0	-6	2
- CCNCC1(c2ccc(OC)c(OC)c2)CCCC1
    -5	-0.1	3	-1	-5	-1	-4	-5	-14
- CC(=O)c1cccc(NC2=NCC(C)S2)c1 (stereo not given)
    2	0.5	-5	3	4	-2	-9	7	13

Whole records from above:
Cc1ccc2c(CN3CC=C(c4ccccc4)CC3)cc(=O)oc2c1C in the list: AHR activator = 1; PP5 inh = -1.9; procasp3 activ = -1; PP1 counter = 2; PAFAH2 FP inh = 2; TPT1 inhibitor = 3; CTSL1 counter = 5; HCV core dimer = 2; proCasp7 act = 0
O=C1C2C3CCC(O3)C2C(=O)N1CCO (stereo not given) in the list: AHR activator = 0; PP5 inh = -0.9; procasp3 activ = 3; PP1 counter = -1; PAFAH2 FP inh = 7; TPT1 inhibitor = 0; CTSL1 counter = 0; HCV core dimer = 3; proCasp7 act = 7

Structures from the list above containing a COOH group (two):
Value order: AHR activator	PP5 inh	procasp3 activ	PP1 counter	PAFAH2 FP inh	TPT1 inhibitor	CTSL1 counter	HCV core dimer	proCasp7 act
- O=C(O)c1cn(Cc2ccccc2)nc1-c1ccccc1
    4	0.0	-7	3	-2	1	0	-6	-5
- Cc1cc(=O)oc2cc(OCC(=O)N3CCC(C(=O)O)(c4ccccc4)CC3)ccc12
    1	-0.2	-4	-2	4	0	9	4	-14

Following part:
Value order: AHR activator	PP5 inh	procasp3 activ	PP1 counter	PAFAH2 FP inh	TPT1 inhibitor	CTSL1 counter	HCV core dimer	proCasp7 act
- COC(=O)C(O)(c1ccc(NC(=O)c2ccco2)c(OC)c1)C(F)(F)F (stereo not given)
    4	2.2	4	-1	2	0	0	-5	-6
- Cc1cccc(C)c1OC(=O)Cc1ccccc1
    0	0.1	-4	-1	6	1	-1	-1	6
- O=C1OC(c2ccc([N+](=O)[O-])cc2)=N/C1=C/N1CC2CC(C1)c1cccc(=O)n1C2 (stereo not given)
    -2	0.5	2	0	0	34*	2	0	-1
- CC12CN3CN(C1)CC(C)(C3)C2=NO
    0	-4.3	8	-2	-1	-3	8	-7	7
- CC(C)OCCCNC(=O)c1c(N)n(Cc2cccs2)c2nc3ccccc3nc12
    12	12*	20	2	-9	26*	6	0	-4
- O=S1(=O)N(CCN2CC=C(c3c[nH]c4cc(F)ccc34)CC2)c2cccc3c2N1CCC3
    17	0.7	-3	7	0	4	-5	-2	-14
- CN1C(=O)COc2c(C(=O)NC3CN4CCC3CC4)cc(Cl)cc21 (stereo not given)
    -4	1.8	-1	-2	x	-1	-1	-4	-4
- CCOP(=O)(OCC)C(O)c1ccc(OC)cc1 (stereo not given)
    3	-0.9	-5	-5	x	-2	-9	-1	1
- O=C1/C(=C\c2cc3c(cc2Cl)OCO3)N2CCC1CC2
    11	0.9	-4	-2	-2	0	-1	-2	0
- COc1cc(/C=C/C(=O)c2c(O)n(CCc3ccccc3)c(=O)[nH]c2=O)ccc1O
    2	3.5	-7	5	-4	63*	3	1	-12

Retrieved one by one from the list above, 2 records:
Value order: AHR activator	PP5 inh	procasp3 activ	PP1 counter	PAFAH2 FP inh	TPT1 inhibitor	CTSL1 counter	HCV core dimer	proCasp7 act
- COC(=O)C1=C(c2ccc(C(C)=O)cc2)C[C@@H]2CC[C@H]1N2C(=O)NCCCOC(C)C
    -1	2.0	9	-3	-2	x	x	x	7
- CCNCC1(c2ccc(OC)c(OC)c2)CCCC1
    -5	-0.1	3	-1	-5	-1	-4	-5	-14

(cont.)
Value order: AHR activator	PP5 inh	procasp3 activ	PP1 counter	PAFAH2 FP inh	TPT1 inhibitor	CTSL1 counter	HCV core dimer	proCasp7 act
- COc1ccc(C(O)c2ccccc2OP(=O)(N(C)C)N(C)C)cc1 (stereo not given)
    4	0.6	-8	0	8	0	-6	0	1
- O=C1NC(=O)N(c2ccc(F)cc2)C(=O)/C1=C/c1ccsc1
    3	-6.1	-16	3	3	16	35*	0	-18
- Cc1ccsc1C(=O)C1CCCN(Cc2cnc(N3CCCC3)s2)C1 (stereo not given)
    9	2.3	9	0	5	0	1	0	-11
- CCC(C)C1(CC)C(=O)NC(=O)N=C1N (stereo not given)
    -2	-0.3	-3	-3	-3	0	2	-1	3
- C[N+]12CCC(CC1)C(C(O)(c1ccccc1)c1cccs1)C2 (stereo not given)
    0	0.3	-6	0	-1	-3	-5	-6	4
- O=C(NCc1ccc(C(=O)N2CCC3(CC2)OCCO3)cc1)c1ccc2c(c1)OCO2
    -1	0.0	2	5	-14	4	0	-7	1
- c1cncc(C2CC(c3cccs3)n3ncnc3N2)c1 (stereo not given)
    1	1.2	1	1	4	-4	-5	-3	9
- O/N=C1/C(=C\c2ccccc2)N2CCC1CC2
    4	0.9	2	0	0	-4	-1	-6	-1
- CCc1ccc(N2C(=O)NC(=O)/C(=C\c3cccn3CCOc3ccc(C(C)C)cc3)C2=O)cc1
    -8	-0.1	1	0	20	6	0	-1	-7
- C[C@]12CCC(OC(=O)CCC(=O)O)CC1=CCC1C2CC[C@]2(C)C(=O)CCC12 (stereo not given in full)
    3	0.2	3	-3	8	1	2	2	8
- COc1cc2c(c(OC)c1OC)-c1ccc(C(=O)O)cc1[C@@H](NC(C)=O)CC2
    -2	0.3	-3	-4	-4	1	-1	-7	15
- COc1ccc(N=Cc2c(O)n(CC3CCCO3)c(=O)[nH]c2=O)cc1 (stereo not given)
    14	-1.4	2	-3	-10	1	-3	-10	1
